# PriA SSB inh: K. pneumoniae PriA-SSBct interaction inhibition; inhibition, % at 33 µM; AID 1272365; 430,000 compounds, 0.6% hits; AlphaScreen SSBct-PriA binding, biotinylated peptide; in the data active = inhibition mostly above about 37%, no sharp cut-off; inactive = mostly below about 20%;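 note: plate controls were negative control peptide for no effect and reference peptide for full effect; strong numbers were not always called active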
# * marks the source's active call; other numbers are inactive results; & = joins results of further samples. These rows are one share of the data; count on the stated rates, not on these rows.
molecule	PriA SSB inh
O=C(NCC(c1cccs1)N1CCc2ccccc2C1)c1c(F)cccc1F (stereo not drawn)	0
COc1ccccc1OCC(=O)NCCn1ncc2c(=O)n(Cc3ccccc3C)cnc21	6
O=S(=O)(c1cccs1)N1CCN(c2cnccn2)CC1	6
O=C(Cc1ccccc1Cl)NCc1cc(-c2ccco2)on1	-7
O=C(NCCc1csc(-n2cccn2)n1)c1ccc2ncsc2c1	-16
COCCCn1c(SCc2nc(-c3ccc(OC(C)C)cc3)oc2C)nc2ccccc2c1=O	-10
Cc1nn(C(=O)c2cc3ccccc3oc2=O)c(C)c1NC(=O)c1cc2ccccc2oc1=O	-18
COc1ccc(C2=NN(C(=O)Cn3cnc4c(cnn4CCO)c3=O)C(c3ccc(F)cc3)C2)cc1 (stereo not drawn)	-2
O=C(Cc1ccc(Cl)cc1)Nn1cnc2c(cnn2-c2ccc(F)cc2)c1=O	-13
Cn1c(=NC(=O)c2ccc(S(=O)(=O)N3CCc4ccccc43)cc2)sc2cc(F)ccc21	-8
COc1cc(C=NNC(=O)CCn2nnc3ccccc32)ccc1O	-8
COc1cc(C(=O)Nc2ccc(Cl)c(N3CCCS3(=O)=O)c2)cc(OC)c1OC	-4
COc1ccc(Cn2cnc3ccccc32)cc1	3
COc1ccc(/C=C/C(=O)NC(=S)N2CC3C[C@H](C2)Cn2c3cccc2=O)cc1	-4
COc1ccc(S(=O)(=O)CCCC(=O)Nc2nnc(-c3cc(C)n(C)n3)o2)cc1	-13&-3
CCOC(=O)c1c(C)[nH]c(C(=O)CSc2nc3ccccc3c(=O)n2-c2ccccc2)c1C	-18&-3
COc1nn(C)cc1C(=O)N(CC(F)(F)F)C1CCOCC1	-7
O=C(CCSc1ccccc1)N1CCOC(c2ccc(C(F)(F)F)cc2)C1 (stereo not drawn)	-6
O=C1C(=O)N(c2ccccc2)C(c2ccccc2[N+](=O)[O-])C1=C(O)c1ccccc1 (stereo not drawn)	24
CCOC(=O)c1ccc(NC(=O)/C=C2\SC(=O)N(CC(=O)Nc3cccc(C)c3)C2=O)cc1	-8

# Brought forward from above: 6 entries; new compounds follow.
molecule	PriA SSB inh
COc1ccc(S(=O)(=O)CCCC(=O)Nc2nnc(-c3cc(C)n(C)n3)o2)cc1	-13&-3
CCOC(=O)c1c(C)[nH]c(C(=O)CSc2nc3ccccc3c(=O)n2-c2ccccc2)c1C	-18&-3
COc1nn(C)cc1C(=O)N(CC(F)(F)F)C1CCOCC1	-7
O=C(CCSc1ccccc1)N1CCOC(c2ccc(C(F)(F)F)cc2)C1 (stereo not drawn)	-6
O=C1C(=O)N(c2ccccc2)C(c2ccccc2[N+](=O)[O-])C1=C(O)c1ccccc1 (stereo not drawn)	24
CCOC(=O)c1ccc(NC(=O)/C=C2\SC(=O)N(CC(=O)Nc3cccc(C)c3)C2=O)cc1	-8
CC1Cc2cc(C(O)=C3C(=O)C(=O)N(Cc4cccnc4)C3c3cccc(O)c3)ccc2O1 (stereo not drawn)	4
CC[N+](C)(CC)CCNC(=O)COc1ccccc1O	4
COc1ccc(CCC(=O)N[C@H]2CCN(c3ccccn3)C2)cc1OCc1ccccc1	-3
CCOc1ccccc1NC(=O)CSc1ccc(NC(=O)CC)nn1	-5
CCCCC[C@H](Oc1ccc(C(C)(C)CC)cc1)C(=O)Nc1cccc(C(=O)Nc2cc(=O)n(-c3ccccc3)[nH]2)c1	-3
O=C(Cc1cccs1)NCCN1CCN(c2ccc(F)cc2)CC1	-2
O=C(Nc1ccc(F)c(F)c1)c1ccc(=O)n(Cc2cccc(Cl)c2)c1	-3
COc1ccc(CNC(=O)CSc2nc3cc(-c4ccccc4)sc3c(=O)n2C)cc1	-26
Cn1c(-c2ccccn2)nn(CCNC(=O)c2ccc(Cl)cc2Cl)c1=O	-5
COCC(=O)NC1CCN(c2ccc(-c3ccccc3C)nn2)CC1	-15
CC1=NNC(=O)CC1	-13
COc1cc(C=NNC(=O)c2cc(-c3ccccc3)nc3ccccc23)ccc1O	8
CCCCS(C)=NS(=O)(=O)c1ccc(C)cc1 (stereo not drawn)	6
CS(=O)(=O)N1CC(C(=O)N2CCN(Cc3cccnc3)CC2)C1	-30
O=C(C1CC=CCC1)N1CCC(c2ccsc2)CC1 (stereo not drawn)	-10
Cc1ccc2nc(-c3ccc(NC(=O)c4ccc(N5CCOCC5)nn4)cc3)sc2c1	-2
Cc1ccc(C)c(-c2csc(NC(=O)/C=C/c3ccccc3)n2)c1	-6
O=C1CC2(CCN(C(=O)c3ccc(S(=O)(=O)N4CCOCC4)cc3)CC2)Oc2ccccc21	-1
Cc1cc(NC(=O)c2cccn(Cc3c(F)cccc3Cl)c2=O)c2ccccc2n1	-9
COc1ccc(CC(=O)N2Cc3cncnc3C2)cc1OC	-5
O=C(c1cncc(Br)c1)N1CCC(n2ccnn2)CC1	-13
CCCCc1ccc(NC(=O)c2cc(=O)c(OCC)co2)cc1	-23
COc1cccc2sc(N(C)CC(=O)Nc3nc4c(s3)CCCC4)nc12	-8
CN1CCN(c2ccnc(SCC(=O)c3ccc4c(c3)OCO4)n2)CC1	16
O=C(Nc1ccc2c(c1)OCO2)C1(c2cccs2)CCOCC1	-16
CCOc1ccc(CC(=O)NCc2sc(-c3cccs3)nc2C)cc1	-5
C=CCN1C(=O)C(C)(C)COc2cc(NC(=O)c3c(OC)cccc3OC)ccc21	7
N=C1NC(=O)C(Cc2cccc(Cl)c2)S1 (stereo not drawn)	-7&-13
CCOc1ccc(S(=O)(=O)N2CCC[C@H](S(=O)(=O)c3ccc(F)cc3)C2)cc1C	-3
O=C(NCc1c(F)cccc1F)c1nnc2n(c1=O)CCN2c1ccc(F)cc1	-19
Cc1cc(C)cc(-n2nc3c(c2NC(=O)CSCc2ccccc2)CSC3)c1	-1
O=C(CS(=O)(=O)c1cccs1)Nc1ccc(F)cc1	-9
NCCn1ncc2c(=O)n(Cc3cccc(C(F)(F)F)c3)cnc21	1
CC[C@@H](C(=O)Nc1ccn2nccc2c1)c1ccccc1	-2
CC(=O)c1cccc(S(=O)(=O)NCCc2ccoc2)c1	11
Cc1cc(-c2ccc(C(=O)O)s2)c[nH]c1=O	7
CN(CC(=O)NCCc1c[nH]c2ccccc12)c1nc2c(Cl)cccc2s1	17
COC(=O)c1ccc(C(=O)NCCCc2cnc3cc(C)nn3c2)cc1	-10
COc1ccc2c(Cl)c(C(=O)N3CCc4ccccc43)sc2c1	-11&0
Cc1ccccc1C1CCN(C(=O)c2nccc3ccccc23)CCS1 (stereo not drawn)	-1
COc1ccc(SCCC(=O)Nc2nc(-c3ccccn3)cs2)cc1	81*
CCSc1nnc(NC(=O)CSc2nn3c(=O)c(C)nnc3s2)s1	3
O=C(Cc1ccc(Br)cc1)N1CCC(N2CCc3sccc3C2)CC1	5
C=CCn1c(=NC(=O)CCSc2ccccc2)sc2cc([N+](=O)[O-])ccc21	-2
Cc1ccc(NC(=O)c2cc3ccccc3o2)c(C(=O)c2ccccc2)c1	-3
CCOc1ccc(-c2cn3c(CC(=O)Nc4ccc(C)cc4)csc3n2)cc1	10
Cc1nnc(-c2cc3ccccc3n2CC(=O)N2N=C(c3cccs3)CC2c2ccc(F)cc2)o1 (stereo not drawn)	-14
O=C(/C=C/c1cccs1)Nc1nnc(-c2ccccc2Cl)o1	8
COC(=O)N1CCc2c(sc(NC(=O)c3cccc([N+](=O)[O-])c3)c2C(N)=O)C1	12
Cc1cc(N)n(-c2nc3c(c(=O)[nH]2)CCCC3)n1	93*
COc1cccc(CNC(=O)CSc2ncc(S(=O)(=O)c3cccs3)c(N)n2)c1OC	10
COc1ccc(CSCC(=O)NN=Cc2ccc(OCC(=O)NCc3ccco3)cc2)cc1	-19
CCOc1ccc2ccccc2c1C(=O)NCC1(O)Cc2ccccc2C1	-24
COc1cn2c(cc1=O)C(=O)N(CCNC(=O)c1ccccc1SC)CC2	-7&-5
Nc1nonc1-n1nnc(C(=O)NN=Cc2ccc(Br)cc2)c1CN1CCOCC1	-6
CCOC(=O)c1c(SCc2ccccn2)nc(=O)[nH]c1C	-2
O=C(C1CN(S(=O)(=O)C2CC2)C1)N1CCN(C(=O)C2CCCO2)CC1 (stereo not drawn)	-3
COc1ccccc1C1C(C#N)=C(SCC(=O)OCc2ccccc2)NC(=O)C1C#N (stereo not drawn)	-9
CCOC(=O)c1sc(NC(=O)CSc2ccc(NC(=O)C3CC3)nn2)nc1C	-5
CCOc1cc(C(=O)NCCSC2CCOCC2)cc(OCC)c1OCC	-11

# Further compounds follow:
molecule	PriA SSB inh
COc1ccc(CC(=O)NCc2nnc(SCC(=O)Nc3ccc(F)cc3)n2-c2ccccc2OC)cc1	-10
O=C(CS(=O)(=O)c1ccccc1)Nc1nc2c(s1)CCc1ccccc1-2	27
COc1ccccc1-n1c(C[C@H]2CCCN(C(=O)c3cc(C)oc3C)C2)n[nH]c1=O	-15
CC(=O)c1cc(C(=O)OCC(=O)Nc2ccc(F)c(F)c2)c2ccccn12	1
O=C(Nc1ccc2c(c1)CN(C(=O)c1ccccc1)CC2)C1CC1	-7
Cc1sc2ncn(-n3cccc3)c(=O)c2c1C	-14&15
CC(C)CNC(=O)CCn1c(=O)c2ccccc2n2c(SCC(=O)NC[C@H]3CCCO3)nnc12	-18
COc1cccc(N2C(=O)N(Cc3c(C)noc3C)S(=O)(=O)c3cccnc32)c1	-5
COC(=O)CN(C(c1ccccc1)c1cc(Br)ccc1NS(=O)(=O)c1ccc(C)cc1)S(=O)(=O)c1ccc(C)cc1 (stereo not drawn)	-23&-2
COc1ccc(C=NNC(=O)c2cc(-c3ccccc3)nc3ccccc23)c(OC)c1	-3
Cc1ccc(C2=[N+]([O-])C3(CCCCCC3=NO)N(O)C2(C)C)o1 (stereo not drawn)	-4
CCCn1c(=NC(=O)c2ccco2)sc2cc(S(N)(=O)=O)ccc21	-2
COc1ccc(C=Nn2c(C)cc(C)c(C(N)=O)c2=O)cc1	-3
O=[N+]([O-])c1ccncc1Br	-4
CC(C)S(=O)(=O)c1cccc(-c2nnc(NC(=O)c3ccc4c(c3)OCO4)o2)c1	-12
CC(CC(=O)Nc1ccc2c(c1)OCCO2)=NNC(=O)COc1ccccc1	-7
COc1ccc(CCS(=O)(=O)Nc2ccc3c(c2)CCC(=O)N3Cc2ccccc2)cc1	1
C=CCNC(CC(=O)Nc1cccnc1)C(=O)O (stereo not drawn)	-2
O=C(Nc1ncc(S(=O)(=O)c2ccc([N+](=O)[O-])cc2)s1)c1ccc(N2C(=O)CCC2=O)cc1	7
O=C(CSc1nnc(-c2ccc(Cl)cc2)n1-n1cccc1)NCc1ccccc1	-8
Cn1c(=NC(=O)c2cccs2)sc2cccc(Cl)c21	-6
N#CC(=NNc1ccccc1[N+](=O)[O-])C(=N)N1CCCCC1	2
Cc1ccccc1NC(=O)C1Cc2ccccc2CN1S(=O)(=O)c1cccs1 (stereo not drawn)	-4
CCOC(=O)c1ccccc1NC(=O)CN1CCN(Cc2nc(-c3cccs3)cs2)CC1	-13
Cc1cccc(C=NNC(=O)c2cc3c(s2)-c2ccccc2CC3)c1	1
O=C(NCc1cccs1)C(=O)NCC1OCCCN1S(=O)(=O)c1ccc(Cl)cc1 (stereo not drawn)	-17
CC(C)(C)NC(=O)N1CCC(CNC(=O)CCc2ccccc2F)CC1	-22
O=C(C=CNNC(=O)c1ccccc1)c1ccc([N+](=O)[O-])cc1	-12
Cc1nc2c(C)cccc2cc1C(=O)NN=Cc1ccc(O)cc1	-2
O=C(CSc1n[nH]c(=O)c2cc(-c3ccco3)nn12)Nc1ccc(Cl)c(C(F)(F)F)c1	-15&-5
COc1cc(C2C(=C(O)c3ccc4c(c3)OCCO4)C(=O)C(=O)N2Cc2ccccc2)ccc1O (stereo not drawn)	-5
Cc1cc(NC(=O)C(=O)NCCc2ccc(Cl)cc2)no1	-4
Cc1ccc(N2CCCS2(=O)=O)cc1NS(=O)(=O)c1ccc2oc(=O)[nH]c2c1	3
COC1(CNC(=O)c2cc3ccccc3s2)CCSC1 (stereo not drawn)	5
CSc1nc(N2CCCC2)c2cnn(CCNC(=O)C(C)(C)CCl)c2n1	-8
O=C(NCCCS(=O)(=O)N1CCN(c2ccccc2)CC1)c1cnccn1	0
CCOc1ccc(S(=O)(=O)Nc2ccc3c(c2)CC(=O)N3CC)cc1F	14
O=C(c1cccs1)c1ccc(CNC(=O)C2CC=CCC2)s1 (stereo not drawn)	-17
CN(C)c1ccc(OC2CCN(C(=O)c3ccccn3)C2)nn1 (stereo not drawn)	-11
CCOc1cc(C)c(C)cc1S(=O)(=O)Nc1ccc(Cl)cn1	-8

# The list goes on, starting with the last two of the part before.
molecule	PriA SSB inh
CN(C)c1ccc(OC2CCN(C(=O)c3ccccn3)C2)nn1 (stereo not drawn)	-11
CCOc1cc(C)c(C)cc1S(=O)(=O)Nc1ccc(Cl)cn1	-8
Cc1cc(CNC(=O)Nc2ccc3c(c2)OCO3)c(C)o1	39*
O=C(CC1CCCCN1S(=O)(=O)c1cccs1)NC1CCCCCC1 (stereo not drawn)	18
O=[N+]([O-])c1ccc(N2CCCC2)cc1N1CCNCC1	24
CCc1nnc(NN=Cc2cc(Br)c(O)cc2O)n1N	74
CC(=O)Cc1nsc(NC(=O)c2ccc3c(c2)OCCO3)n1	-11
Fc1ccc2nc(Nc3nc(-c4cccs4)cs3)sc2c1	15

# In the list so far, these have a cyano group.
molecule	PriA SSB inh
COc1ccccc1C1C(C#N)=C(SCC(=O)OCc2ccccc2)NC(=O)C1C#N (stereo not drawn)	-9
N#CC(=NNc1ccccc1[N+](=O)[O-])C(=N)N1CCCCC1	2

# High-throughput results deposited in PubChem BioAssay by Small Molecule Screening Facility, UW Madison.
